CBFb RUNX1 block = blocks binding between human CBF-beta and RUNX1; Q01196+Q13951; AlphaScreen CBFb-His/RUNX1-biotin binding, biochemical; Potency, µM (highest dose often 59.8 µM), without a hit: at the highest dose activity, negative = inhibition, usual class: inhibitors; 230,000 tested, under 10 active; also: % of control where 0% means no effect
Target sequence (Q01196 whole entry, looked up): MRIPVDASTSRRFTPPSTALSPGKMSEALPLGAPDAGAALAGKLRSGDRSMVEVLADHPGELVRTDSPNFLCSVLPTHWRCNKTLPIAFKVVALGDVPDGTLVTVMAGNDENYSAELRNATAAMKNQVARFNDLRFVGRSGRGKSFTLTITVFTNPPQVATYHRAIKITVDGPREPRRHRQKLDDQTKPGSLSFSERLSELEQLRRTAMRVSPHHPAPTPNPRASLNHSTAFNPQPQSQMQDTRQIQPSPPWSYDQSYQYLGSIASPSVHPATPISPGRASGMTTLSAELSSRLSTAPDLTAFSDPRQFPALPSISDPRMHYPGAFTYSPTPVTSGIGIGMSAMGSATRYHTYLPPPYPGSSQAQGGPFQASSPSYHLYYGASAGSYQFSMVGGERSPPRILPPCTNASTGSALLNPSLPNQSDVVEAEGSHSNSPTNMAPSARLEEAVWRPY
Target sequence (Q13951 whole entry, looked up): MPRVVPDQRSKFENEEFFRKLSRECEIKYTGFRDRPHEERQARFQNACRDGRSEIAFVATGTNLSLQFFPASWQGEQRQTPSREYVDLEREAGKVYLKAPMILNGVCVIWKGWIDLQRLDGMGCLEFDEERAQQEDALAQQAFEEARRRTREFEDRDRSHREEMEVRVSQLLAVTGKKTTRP
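CBF-beta (His) and RUNX1 (biotin), 30 nM each; 20 min preassociation; + compound, 15 min; + beads 50 ng each (Ni, streptavidin), 90 min; RT; AlphaScreen read.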
HTT ATP protect = Huntington cell model cytoprotection by ATP luminescence. Potency, µM (top dose mostly 56.4 µM), for the others: cytoprotection (ATP increase), most hits filed as activators. PC12 HTT-Q103 induced, cytoprotection, ATP luminescence, 40 h. 230,000 tested, 0.14% active. AID 1471;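 also: potency is read from the fitted curve at half-maximal effect; % of control where 0% means no effect; nearly all actives have a fitted effect of over 45% in size; toxic huntingtin expression switched on by the ecdysone agonist tebufenozide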
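Cells were plated at 1500 per well in phenol red-free DMEM with 5% equine and 5% calf serum. Tebufenozide (100 nM final) and compounds were added, then ATPlite reagent, and luminescence was read.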
GAA spleen mod = inhibitors or activators of human alpha-glucosidase in spleen homogenate; P10253; human spleen homogenate, 4-MU-alpha-glucoside fluorescence; Potency, µM (highest dose often 79.9 µM), inactives show at the highest dose activity change, negative = inhibition, usual class: inhibitors; 240,000 tested, 0.006% active;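 also: potency is read from the fitted curve at half-maximal effect; 0% = enzyme with vehicle and -100% = no enzyme basal signal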
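Human spleen homogenate (1 ug) incubated with compounds and 1 mM 4-methylumbelliferyl-alpha-D-glucopyranoside in pH 5.0 citrate/phosphate buffer, 37 C, 40 min. Stopped at pH 10; 4-MU fluorescence (Ex 365/Em 440 nm); AC50 by Hill fit.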
Lamin A splicing = changes lamin A minigene splicing in HeLa cells. 200,000 tested, 0.01% active. HeLa LMNA splicing GFP/RFP minigene ratio, 48 h. Potency, µM (highest dose often 46.1 µM), without a hit: top-dose ratio change, negative = inhibition, actives largely listed as inhibitors; active = well fitted inhibition curve with a large enough effect in the signal ratio, with a control signal flat, not every such curve was filed as active; inconclusive = small, poorly fitted or top-dose-only effect, or effect the other way, or a change in a side signal; the % refers to the signal ratio; also: potency is read from the fitted curve at half-maximal effect; % is scaled to controls: 0 for no effect and ±100 for the full control effect
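Read-out is the ratio of GFP to DsRed2 object intensity, acquired by 488 nm laser-scanning cytometry on HeLa lamin A-EGFP minigene reporter cells. Compound incubation 48 hrs at 37 °C in Opti-MEM with 2% FBS; DMSO 0.5% final.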
HttQ103 aggreg = inhibitors of mutant huntingtin aggregate formation in PC12 cells; PC12 HttQ103-GFP aggregates, Acumen cytometry, 40 h; Potency, µM (titrated, usually from 46.1 µM), for inactives: top-dose activity change, negative = inhibition, most hits filed as inhibitors; 220,000 tested, 1.1% active; AID 1688; also: potency is read from the fitted curve at half-maximal effect; % is scaled to controls: 0 for no effect and ±100 for the full control effect; nearly all actives have a fitted effect of over 60% in size
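Quantitative HTS on tebufenozide-induced (100 nM) PC12 cells stably expressing polyQ103 Huntingtin exon 1–GFP. Reduction of bright GFP aggregates, detected by laser scanning cytometry after lysis, identified actives across the titration.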
GAA inhib = inhibitors of human lysosomal alpha-glucosidase. purified human GAA, 4-MU-alpha-glucoside fluorescence. Potency, µM (titrated, usually from 76.9 µM), for inactives: top-dose activity change, negative = inhibition, most hits filed as inhibitors. 200,000 tested, 0.005% active. P10253;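 also: potency is read from the fitted curve at half-maximal effect; plate controls were uninhibited enzyme wells for no effect and no-enzyme background for full effect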
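AC50 values come from Hill fits of compound titrations (up to 77 uM) against 4 nM human enzyme. Substrate 4-methylumbelliferyl-alpha-D-pyranoside at 400 uM, pH 5.0 citrate buffer, 20 min room temperature; fluorescence Ex 365/Em 440 after alkaline stop.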
GAA glycogen mod = GAA glycogen-cleavage inhibition or activation. P10253. recombinant GAA, glycogen substrate, Amplex Red glucose oxidase fluorescence. Potency, µM (titrated, usually from 76.4 µM), inactives show top-dose activity change, negative = inhibition, actives largely listed as inhibitors. 300,000 tested, 0.38% active. AID 2100;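 also: potency is read from the fitted curve at half-maximal effect; 0% = full enzyme reaction and -100% = no-enzyme basal signal; the screen sought inhibitors and activators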
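Recombinant enzyme (4 nM final) with compounds titrated up to 77 uM and bovine liver glycogen (30 ug) in citrate pH 5.0, 0.01% Tween-20, 37 C 40 min. Released glucose detected by Amplex Red/glucose oxidase (Ex 573/Em 610); AC50 from Hill fits.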
* marks the source's active call; other numbers are inactive results; ? = inconclusive; · = not tested or not shown; & = joins results of further samples; [ ] = another dose, or the depositor's remark. Unless noted, calls follow the shape of the dose curve; as a rule, active = well fitted curve in the direction sought with a large enough effect; inconclusive = small, poorly fitted or top-dose-only effect, or another doubt; inactive = no such curve, though single readings can be large; an effect the other way counts as inactive or inconclusive.

entry	Molecule	CBFb RUNX1 block	HTT ATP protect	GAA spleen mod	Lamin A splicing	HttQ103 aggreg	GAA inhib	GAA glycogen mod
1	O=C(Oc1ccc(C(=S)N2CCOCC2)cc1)c1ccc(Br)cc1	3%	8%[10 µM]	-11%	1%	9%	-21%	3%
2	COc1nc(C)c2cc(C)oc2n1	3%	11%[10 µM]	1%	0%	8%	-6%	4%
3	CC(=O)Nc1ccc(S(=O)(=O)N(Cc2ccco2)CC2CCCO2)cc1 (stereo not drawn)	1%	-14%	-8%	-1%	-21%	2%	-3%
4	O=C(c1ccc(Br)o1)N1CCN=C1SCc1cccc(F)c1	-6%	17%	0%	-2%	14%	-3%	-7%
5	CCN(CC(=O)Nc1cccc(S(N)(=O)=O)c1)Cc1nc2ccccc2c(=O)[nH]1	4%	-7%[10 µM]	1%	·	-9%[9.22 µM]	·	1%
6	O=C(Cn1cc(C(F)(F)F)ccc1=O)N/N=C/c1ccccc1O	-4%	20%[10 µM]	-4%	·	-11%[9.22 µM]	·	-5%
7	CCn1c(SCC(=O)C(C)(C)C)nnc1-c1ccccn1	0%	-3%	7%	3%	-12%	-4%	4%
8	O=C(O)c1c(Cl)nc2ccccn12	-6%	-33%[inhibitor]	9%	-4%[46 µM]	19%	-1%	3%
9	C=C(C)CN(CC)C(=O)CSc1nc(O)cc(=O)n1C1CCCC1	-7%	12%[10 µM]	-13%	?	33%	-9%	2%
10	CC(=O)C(N=Nc1ccccc1)(Sc1nnc(-c2ccccc2)n1-c1ccccc1)C(C)=O	-25%	-53%[inhibitor]	-11%	22%	?	5%	-7%
11	Cc1cc(N2CCOCC2)nc(N2CCOCC2)n1	8%&4%	9%&10%[10 µM]	-4%&6%	-1%[46 µM]	3%&3%[9.22 µM]	-4%	5%&-10%
12	CCC(c1nnnn1C1CCCC1)N1CCN(c2ccccc2)CC1 (stereo not drawn)	1%	-4%[10 µM]	-15%	6%	0%	0%	1%
13	CC(=O)c1ccc(-n2c(=O)[nH]c(=O)c3c(N)c(C(=O)c4ccc(Cl)cc4)sc32)cc1	-2%	28%[10 µM]	-2%	·	24%[9.22 µM]	·	-2%
14	O=C(O)CCCNC(=O)Cc1ccccc1	3%	1%[10 µM]	-1%	·	17%[9.22 µM]	·	11%
15	Cc1cc(C)nc(NC(=O)c2cc(-c3ccc(C)s3)nc3ccccc23)c1	?	·	13%	?	8%	?	-5%
16	CC(=O)c1cc2c(=O)c3cc(C)ccc3oc2nc1C	7%	-24%	2%	15%	-1%	1%	2%
17	CCc1ccc(C(=O)NC(CC(C)C)C(=O)O)cc1 (stereo not drawn)	2%	-4%	-1%	16%	-3%	-17%	0%
18	CCc1ccccc1NC(=O)Cn1nnc(-c2cccnc2)n1	4%	18%[10 µM]	3%	8%	-12%	-2%	-15%
19	O=C(NCCN1CCOCC1)c1cc2ccccc2o1	-1%	4%[10 µM]	0%	12%	0%	2%	7%
20	COc1ccc(C(=O)Nc2cc(=O)n(C)c(=O)n2C)cc1OC	-10%	-7%	-4%	-16%	-28%	-3%	2%
21	CCOC(=O)COc1ccc2c(C)cc(=O)oc2c1C(=O)c1ccccc1	-2%	-33%	8%	·	4%	?	-13%
22	CCOC(=O)C1CCCN(C(=O)c2ccc3c(c2)N(Cc2ccccc2)C(=O)c2ccccc2S3=O)C1 (stereo not drawn)	-13%	-5%	5%	-6%[46 µM]	-3%	-3%	-12%
23	O=C(CCc1ccccc1)N1CCN(c2ccccn2)CC1	9%	·	-4%	?	-8%	-2%	2%
24	O=C1Nc2c(ccc(Cl)c2Cl)C(=O)C1(F)c1ccccc1 (stereo not drawn)	4%	5%[10 µM]	-2%	·	5%[9.22 µM]	·	8%
25	C=CCc1cccc(/C=N/NC(=O)c2ccccc2OC)c1O	0%	-124%[inhibitor]	-1%	-6%[9.22 µM]	?	1%	3%
26	O=C(COc1ccccc1)Nc1ccc(OC(F)(F)C(F)F)c(NC(=O)COc2ccccc2)c1	2%	-27%	-2%	9%	6%	0%	2%
27	COc1ccc(N2CCN(C3CC(=O)N(Cc4ccccc4)C3=O)CC2)cc1 (stereo not drawn)	11%	-18%	-13%	?	4%	12%	-1%
28	Cc1ccc(C(C)C)c(OCCCN2C(=O)NC(C)(C)C2=O)c1	2%	7%	-1%	5%	19%	-4%	-2%
29	Cc1c(C(=O)O)oc2c1C(O)CC(C)(C)C2 (stereo not drawn)	14%&-1%	-8%[0.074 µM]	-1%&-2%	1%&16%	-4%&9%	0%&-28%	7%&1%
30	Cc1ccc(C2=NC(C)(C)NC2=O)cc1	0%	7%	6%	12%	0%[9.22 µM]	-4%	1%

Record cards, from the list above.
O=C1Nc2c(ccc(Cl)c2Cl)C(=O)C1(F)c1ccccc1 (stereo not drawn) is listed as CBFb RUNX1 block: 4%; HTT ATP protect: 5%[10 µM]; GAA spleen mod: -2%; Lamin A splicing: ·; HttQ103 aggreg: 5%[9.22 µM]; GAA inhib: ·; GAA glycogen mod: 8%
Cc1ccc(C(C)C)c(OCCCN2C(=O)NC(C)(C)C2=O)c1 is listed as CBFb RUNX1 block: 2%; HTT ATP protect: 7%; GAA spleen mod: -1%; Lamin A splicing: 5%; HttQ103 aggreg: 19%; GAA inhib: -4%; GAA glycogen mod: -2%

Next structures.
entry	Molecule	CBFb RUNX1 block	HTT ATP protect	GAA spleen mod	Lamin A splicing	HttQ103 aggreg	GAA inhib	GAA glycogen mod
31	COc1ccc(Cc2nc3ccc(S(=O)(=O)N4CCOCC4)cc3[nH]2)cc1OC	3%	-14%	-1%	11%	4%	-1%	-29%
32	COc1cccc(OCC(=O)O)c1	16%	3%	-2%	?	2%	1%	4%
33	COc1cc(/C=N/NC(=O)NC2CCCCC2)ccc1O	1%	?	2%	·	?	·	25µM*
34	CC1CCCC(NC(=O)CCn2c(=S)oc3ccccc32)C1C (stereo not drawn)	3%	6%[10 µM]	-5%	·	15%[9.22 µM]	·	5%
35	CCOC(=O)c1c(C)[nH]c(C(=O)CSc2nccc(C)n2)c1C	5%	16%[10 µM]	-7%	-2%	-4%	3%	0%
36	CCN(CC)S(=O)(=O)c1ccc(-c2nnco2)cc1	2%	2%[10 µM]	6%	-8%	-29%	5%	-8%
37	Cc1ccc(CNC(=O)C2CNc3cc(C)ccc3O2)cc1 (stereo not drawn)	-7%	-8%	-2%	4%	-4%	2%	-18%
38	Cc1[nH]c2ccccc2c1C(=O)CSc1ccc(Cl)cc1	3%	-22%	4%	-5%[46 µM]	7%	0%	25%
39	CCOC(=O)c1cnc(SCC(=O)NCc2cccs2)nc1N	2%	-11%	0%	4%	-7%	14%	8%
40	Cc1ccc(N(CCC#N)C(=O)CN2C(=O)NC(Cc3ccccc3)C2=O)cc1 (stereo not drawn)	-4%	11%[10 µM]	0%	-21%[46 µM]	24%	3%	-7%
41	Cc1c(C(=O)Nc2ccc3c(c2)CCC3)cccc1[N+](=O)[O-]	-10%	·	-2%	-19%	-18%	-12%	-5%
42	CC1CCCN(C(=O)CSc2nc3ncccc3[nH]2)C1 (stereo not drawn)	-23%	-6%[10 µM]	-2%	·	-8%[9.22 µM]	?	-2%
43	C=CCN1C(c2ccc(OCC)cc2)=CS/C1=C(\C#N)c1nnc2n1CCCCC2	-1%	-7%[1.9 µM]	-7%	?	?	-15%	5%
44	O=[N+]([O-])c1ncn(C23CC4CC(CC(C4)C2)C3)n1	0%	4%[10 µM]	0%	·	10%[9.22 µM]	·	6%
45	CCOC(=O)c1c(NC(=O)c2cc(C)on2)c2cc([N+](=O)[O-])ccc2n1C	15%	-2%[10 µM]	-1%	16%[46 µM]	-10%[9.22 µM]	4%	-3%
46	N#CCc1ccc(OC(=O)c2cccnc2)cc1	5%	10%[10 µM]	-12%	·	25%[9.22 µM]	6%	5%
47	CCOc1ccc(OCC)c(NC(=O)CCCN2C(=S)NC(C)(C)CC2C)c1 (stereo not drawn)	-8%	-11%[10 µM]	-6%	-11%	4%	4%	-2%
48	O=C(O)CC(NS(=O)(=O)c1cccc2nsnc12)c1ccc(F)cc1 (stereo not drawn)	4%	-7%	4%	2%	-10%	0%	1%
49	CCOC(=O)c1sc(=S)n(C)c1NC(=O)c1ccc(C(C)(C)C)cc1	9%	27%[10 µM]	-14%	·	-6%[9.22 µM]	·	-8%
50	Cc1csc(NC(=O)c2cccc(S(=O)(=O)N3CCN(C)CC3)c2)n1	1%	-27%	-7%	?	-5%	-6%	1%
51	O=C(/C=C/c1cn(CC(O)CN2CCCCCC2)c2ccccc12)c1cccs1 (stereo not drawn)	2%	1%[10 µM]	-13%	?	-19%	-6%	13%
52	CCOc1ccccc1C(=O)NC(C(=O)NCc1ccccc1OC)C(C)C (stereo not drawn)	-2%	-31%	6%	·	-22%	-15%	8%
53	CCOC(=O)c1ccc(OCc2nc(-c3cccs3)no2)cc1	?	4%	1%	1%	-4%	-1%	1%
54	N=C1SCC(=O)N1c1nc(-c2ccccc2)cs1	-2%	0%	-12%	6%	12%	-2%	0%
55	Cc1ccc(S(=O)(=O)CC(=O)N2CCCCCC2)cc1	7%	-4%[10 µM]	-3%	-11%	-11%	4%	-7%
56	Cc1nc2cc(N3CCOCC3)c(NC(=O)C3CC3)cc2c(=O)n1Cc1ccccc1	-1%	-11%[10 µM]	-21%	?	-6%	5%	-4%
57	COc1ccc(-c2nn(-c3ccccc3)cc2C(=O)O)cc1	-4%	-12%	-6%	-7%	28%	?	1%
58	CC1CN(S(=O)(=O)c2cccc(C(=O)OCC(=O)Nc3ccc4c(c3)OCO4)c2)CC(C)O1 (stereo not drawn)	7%	-14%	-7%	8%	1%	?	-3%
59	CS(=O)(=O)N1CCN(c2ccc([N+](=O)[O-])c(NCc3cccnc3)c2)CC1	-5%	25%	0%	·	17%	4%	-13%
60	COc1ccc(C(=O)C2CN(c3ccccc3)CC2c2ccc(Cl)cc2)cc1 (stereo not drawn)	4%	0%	-5%	4%	0%	10%	0%

Assay outcomes from PubChem BioAssay.
